Screening results from PubChem BioAssay.
FXIIa single: human FXIIa protease inhibitors, primary screen, biochemical, single well; Coagulation factor XII (Homo sapiens), P00748; purified human FXIIa, AMC substrate fluorescence, 2 h; inhibition, % at 10 µM; 0.2% of 33,000 active; AID 701, 2007; in the data active = inhibition above about 30%;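 also: 0% = enzyme with vehicle only and 100% = no enzyme blank; many of its hits are not listed in these tables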
FXIa single inh: human FXIa protease inhibitors, primary screen, biochemical, single compound per well. Coagulation factor XI (Homo sapiens), P03951. 0.3% of 33,000 active. inhibition, % at 10 µM. purified human FXIa, fluorogenic AMC substrate cleavage;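 active = inhibition above 40% in the primary screen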;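 also: 0% = enzyme without compound and 100% = blank wells lacking enzyme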
Target sequence (P03951 19-387 limits assumed): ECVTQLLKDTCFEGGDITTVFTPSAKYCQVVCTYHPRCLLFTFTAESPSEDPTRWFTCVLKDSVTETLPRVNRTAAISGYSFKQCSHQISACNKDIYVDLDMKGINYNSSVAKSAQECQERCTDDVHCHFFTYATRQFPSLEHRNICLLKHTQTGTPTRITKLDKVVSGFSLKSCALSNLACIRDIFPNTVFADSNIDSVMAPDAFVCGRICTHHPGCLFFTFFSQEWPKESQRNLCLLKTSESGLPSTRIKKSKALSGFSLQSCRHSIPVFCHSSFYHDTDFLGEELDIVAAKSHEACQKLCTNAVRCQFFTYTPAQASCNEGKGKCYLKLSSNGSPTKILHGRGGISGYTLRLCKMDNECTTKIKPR
Target sequence (P03951 388-625 limits assumed): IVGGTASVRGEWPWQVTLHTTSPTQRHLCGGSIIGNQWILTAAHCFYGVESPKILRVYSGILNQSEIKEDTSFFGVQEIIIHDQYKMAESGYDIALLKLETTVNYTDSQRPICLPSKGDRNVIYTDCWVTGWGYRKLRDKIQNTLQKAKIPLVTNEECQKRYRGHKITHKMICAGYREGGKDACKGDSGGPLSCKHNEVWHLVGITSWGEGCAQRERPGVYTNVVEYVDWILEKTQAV
* marks the source's active call; other numbers are inactive results.

SMILES	FXIIa single	FXIa single inh
Cc1nn(C(C)C(=O)NCc2ccccc2Cl)c(=O)c2c1sc1ccccc12 (stereo unspecified)	5	-6
COc1ccc(Cl)cc1C(=O)NCCc1ccc(S(=O)(=O)NC(=O)NC2CCCCC2)cc1	3	5
CN(C)c1ccc(C(=S)N2CCOCC2)cc1	-2	-1
CCCCn1c(/N=C/c2c[nH]c3ccccc23)nc2ccccc21	-11	32
O=c1[nH]nc(Cc2ccccc2)c2ccccc12	2	-6
Cc1cc(C)n(/N=C/c2c[nH]c3ccccc23)c(=O)c1C#N	6	8
COc1ccc(CCNC(=O)c2ccc(CS(=O)(=O)c3ccc(Cl)cc3)o2)cc1OC	5	1
O=C(CC1SC(N2CCCCC2)=NC1=O)Nc1cccc(C(F)(F)F)c1 (stereo unspecified)	6	1
COC(=O)Cn1c(=NC(=O)C(C)C)sc2c(C)cc(C)cc21	-12	-10
Nc1nc(-c2ccccc2)cs1	-16	23
CCOC(=O)CSc1nnc(Cc2ccc(OC)cc2)n1-c1ccccc1	0	-10
COc1ccc(NS(=O)(=O)c2cccc(C(=O)OCC(=O)Nc3cc(C)on3)c2)cc1	3	-10
CCC(c1nnnn1CCOC)N1CCN(Cc2ccccc2)CC1 (stereo unspecified)	9	5
CCc1ccc2[nH]c(=O)c(CN(CCCN3CCOCC3)C(=O)Nc3ccccc3)cc2c1	9	2
NC(N)=NC(N)=NCCc1ccccc1	5	7
CCOC(=O)c1c(C)[nH]c2c1cc(O)c1ccccc12	6	3
CCCN(C(=O)c1ccco1)c1nnc(-c2ccncc2)s1	6	-1
COc1cccc(C2C3=C(CC(C)(C)CC3=O)Nc3cc4c(cc32)OCO4)c1 (stereo unspecified)	-31	-22
Cc1cc(NC(=O)CSc2ccc(-c3ccccc3)nn2)no1	5	4
Clc1ccccc1OCCn1ccnc1	-13	2
CCC(C)(C)n1nnnc1C(c1ccc(C)cc1)N(Cc1ccco1)Cc1cccs1 (stereo unspecified)	17	-4
O=C(CSc1nc2ccccc2c(=O)[nH]1)N1CCN(S(=O)(=O)c2ccccc2)CC1	-13	30
OC1(c2ccc3ccccc3c2)CCN(Cc2ccccc2)C1 (stereo unspecified)	5	-6
COc1ccc(-n2c(NCCN(C)C)nc3sc4c(c3c2=O)CCCCC4)cc1	5	-10
Cc1ccc(S(=O)(=O)N2CCN(C(=O)CN3CCCC3)C2)cc1	-1	0

7 compounds picked at random from the list so far:
SMILES	FXIIa single	FXIa single inh
NC(N)=NC(N)=NCCc1ccccc1	5	7
CCOC(=O)CSc1nnc(Cc2ccc(OC)cc2)n1-c1ccccc1	0	-10
COc1ccc(Cl)cc1C(=O)NCCc1ccc(S(=O)(=O)NC(=O)NC2CCCCC2)cc1	3	5
OC1(c2ccc3ccccc3c2)CCN(Cc2ccccc2)C1 (stereo unspecified)	5	-6
CCC(C)(C)n1nnnc1C(c1ccc(C)cc1)N(Cc1ccco1)Cc1cccs1 (stereo unspecified)	17	-4
COc1ccc(-n2c(NCCN(C)C)nc3sc4c(c3c2=O)CCCCC4)cc1	5	-10
CCCN(C(=O)c1ccco1)c1nnc(-c2ccncc2)s1	6	-1

(next part)
SMILES	FXIIa single	FXIa single inh
CCC(CO)NCc1ccc(OC2CCCC2)cc1 (stereo unspecified)	-17	66*
Cc1ccc(NC(=O)C2CCN(S(=O)(=O)c3cccs3)CC2)cc1C	7	-10
Cc1ccccc1NS(=O)(=O)c1ccc(C2CNC(=O)C2)cc1 (stereo unspecified)	3	-4
CCc1nc2ccccc2c(NC(=O)CN2CCC(C)CC2)c1C	6	1
Nc1nnc(-c2ccc(Cl)cc2)s1	-17	14
Cc1ccc(C(=O)Nc2ccc3c(c2)OCCO3)o1	3	14
Cc1ccc(S(=O)(=O)N(C)CC(=O)Nc2cccc(C)n2)cc1	11	-2
O=C(Nc1cc(C(F)(F)F)ccc1N1CCOCC1)c1ccc(Br)o1	4	8
COc1ccc(S(=O)(=O)c2ccc(OC)cc2)cc1	-7	-1
CCOC(=O)CNC(=O)COc1ccc(Cl)cc1Br	1	3
COC(=O)C1=CN(C2CC2)C=C(C(=O)OC)C1c1ccc(C(=O)OC)cc1	-24	-14
COc1ccc(N2CCN(C(CNC(=O)c3ccc4c(c3)OCO4)c3cccnc3)CC2)cc1 (stereo unspecified)	7	3
Cc1occc1-c1nnc(SCC(=O)N(C)CCC#N)n1N	2	-2
N#Cc1cc(Cl)c(N2CCOCC2)cc1C#N	13	1
COC(=O)C1=C(C)N=C2SC(C)C(=O)N2C1/C=C/c1ccccc1 (stereo unspecified)	4	-2
Cc1nc2ccccc2cc1O	5	-3
CC(=O)OCC(=O)[C@H]1CC[C@H]2[C@@H]3CC=C4C[C@@H](O)CC[C@]4(C)[C@H]3CC[C@]12C	2	2
Cc1cc(C)n(C(=O)CNC(=O)CCc2ccccc2)n1	8	-5
CCSc1nc2c(c(-c3ccc(C)o3)c1C#N)CCCC2	3	-3
CCOC(=O)C1CCN(C(=O)COc2ccc(Cl)cc2C)CC1	6	12
Cc1csc(C(C#N)C(=O)c2cc3ccccc3o2)n1 (stereo unspecified)	1	0
O=C(NCCCN1CCOCC1)c1ccccc1-c1ccccc1	5	-4
O=C(Nc1nnc(C2CC2)s1)c1cc(S(=O)(=O)N2CCN(c3ccccc3)CC2)ccc1Cl	3	8
O=C(O)c1ccc(F)c(S(=O)(=O)Nc2ccccc2Cl)c1	7	-1
CCc1ccc(OCc2nnc(NC(=O)c3cccs3)s2)cc1	-4	1

Nothing new here: entries from further up.
SMILES	FXIIa single	FXIa single inh
CCC(CO)NCc1ccc(OC2CCCC2)cc1 (stereo unspecified)	-17	66*
Cc1ccc(NC(=O)C2CCN(S(=O)(=O)c3cccs3)CC2)cc1C	7	-10
Cc1ccccc1NS(=O)(=O)c1ccc(C2CNC(=O)C2)cc1 (stereo unspecified)	3	-4
CCc1nc2ccccc2c(NC(=O)CN2CCC(C)CC2)c1C	6	1

(cont.)
SMILES	FXIIa single	FXIa single inh
C[n+]1cc[nH]c1SCC(=O)c1ccccc1	6	-26
CC(C)NC(=O)c1c2c(nc3ccccc13)CCCC2	8	5
CCCCn1nc(-c2ccccc2)c2nc3ccccc3nc21	7	2
CCOc1ncccc1C(=O)OCC(=O)c1ccc(Cl)s1	2	6
N#Cc1c(/N=C/c2cc3ccccc3s2)sc2c1CCC2	6	-4
O=C1c2ccccc2C(=O)c2c1ccc1c(=O)n(C3CCCCC3)[nH]c21	5	1
CSc1cccc(NC(=O)CN(Cc2ccc(Cl)cc2)S(C)(=O)=O)c1	-3	2
COc1ccc(CC(=O)N2CCc3ccccc32)cc1	2	6
CC(=Nc1ccccc1)C1=C(O)CSC1=O	7	3
OCCN(CCO)c1nc(N2CCCCC2)c2nc(N(CCO)CCO)nc(N3CCCCC3)c2n1	11	2
Cc1no[n+]([O-])c1COc1ccccc1/C=C1\NC(=S)NC1=O	3	2
CNC(=O)c1ccc(-c2sc3nc(N4CCOCC4)c4c(c3c2N)CC(C)(C)OC4)o1	-40	-25
COc1cccc(N2CC(O)=C(c3nc4ccccc4c(=O)[nH]3)C2=N)c1	0	0
COc1cccc(C(=O)NCCN2CCOCC2)c1	4	12
Cc1cc(C)cc(NC(=O)CN(Cc2ccccc2)S(C)(=O)=O)c1	1	0
COC(=O)C1C(c2ccc(Cl)cc2)NC(c2ccc(Cl)cc2)C(C(=O)OC)S1(=O)=O (stereo unspecified)	2	5
Cc1cccc(-c2nnc(SCC(=O)NCc3ccc4c(c3)OCO4)n2C)c1	1	5
CCCCc1nc2ccccc2c(NC(=O)CNC(C)(C)C)c1CCC	11	8
C=CCn1c(C)c(C(C)=O)c(N2CCN(c3ccccc3)CC2)nc1=S	2	0
CCOC(=O)c1cc2c(ccn2C)n1CC(=O)N1CCCC(C)C1 (stereo unspecified)	5	30
CC(=O)N(c1ccccc1)c1nc(C)cc(C)c1C#N	3	6
CC1(C)Cc2c(sc3[nH]c(=S)n(Cc4ccccc4)c(=O)c23)CO1	-3	-2
CCn1c(NCc2cccs2)nc2ccccc21	7	1
O=C(CN1CCN(c2ncc(C(F)(F)F)cc2Cl)CC1)NCCNc1ncc(C(F)(F)F)cc1Cl	-7	-10
COc1ccc(-c2noc(CCC(=O)Nc3nc4ccccc4s3)n2)cc1	2	2

Looked up above:
CC(=Nc1ccccc1)C1=C(O)CSC1=O @ FXIa single inh: 3
CCOC(=O)c1cc2c(ccn2C)n1CC(=O)N1CCCC(C)C1 (stereo unspecified) @ FXIa single inh: 30
C=CCn1c(C)c(C(C)=O)c(N2CCN(c3ccccc3)CC2)nc1=S @ FXIa single inh: 0
CCOc1ncccc1C(=O)OCC(=O)c1ccc(Cl)s1 @ FXIIa single: 2

New compounds follow
SMILES	FXIIa single	FXIa single inh
CN1C(=O)CC(Sc2ccccc2C(=O)O)C1=O (stereo unspecified)	-14	32
COc1cc(-c2noc(-c3cccs3)n2)cc(OC)c1OC	-5	-3
O=C(/C=C/Nc1ccccc1Br)c1ccccn1	7	10
Cn1c(CC(=O)Nc2ccccc2)nnc1SCC(=O)c1ccccc1	-1	-6
CCOCCCNC(=O)C(NC(=O)c1ccc(=O)[nH]c1)c1ccccc1 (stereo unspecified)	4	12
Cc1nc(-c2ccc(C(=O)O)cc2)cs1	6	-2
COc1cccc(NC(=O)CSc2nnc(CNC(=O)c3ccccc3)n2C)c1	-17	-1
COCCN(C(=O)C1CC1)c1nnc(-c2ccc(C)cc2)s1	-10	-13
O=C(CCCc1ccccc1)Nc1cccnc1	-3	-4
O=C1c2ccccc2-c2onc3ccc(NCCCn4ccnc4)c1c23	-11	-13
CCCc1ccc(-c2csc(NC(=O)Cc3cccs3)n2)cc1	-5	2
COc1ccc(C)cc1NC(=S)NNC(=O)c1ccccc1Cl	3	-12
Cc1c(Cl)cccc1Nc1nc(N)nc(CN2CCc3ccccc3C2)n1	0	-5
CC1=NC(=O)C(N=Nc2cccc(O)c2)N1c1ccccc1 (stereo unspecified)	13	2
COC(=O)c1cccc(NC(=O)CCCOc2ccccc2)c1	1	4
O=C1Nc2ccc(S(=O)(=O)N3CCCC3)c3ccc(S(=O)(=O)N4CCCC4)c1c23	5	4
CC(C)(C)C(=O)NC1CCN(S(C)(=O)=O)CC1	5	5
O=C(CS(=O)(=O)c1c[nH]c2ccccc12)NC1CCCCC1	-18	-15
CC(=O)NC1=NN(C(C)=O)C(C)(c2cccs2)S1 (stereo unspecified)	3	0
CCCn1nnnc1SCC(=O)NCc1ccc2c(c1)OCO2	3	-5
CCC(C)(C)n1nnnc1C(c1cc2cc(C)ccc2[nH]c1=O)N1CCCc2ccccc21 (stereo unspecified)	0	13
N#Cc1nc(-c2ccccc2F)oc1NCCc1ccccc1	0	-5
Cc1ccc(NC(=O)/C(C#N)=C/c2cccs2)c(C)c1	5	10
COc1ccc2c(c1)C(C1=C(O)CC(C)(C)CC1=O)C1=C(CC(C)(C)CC1=O)O2 (stereo unspecified)	-12	25
CCn1c(COc2ccc(Cl)cc2)nnc1SCc1nc2ccccc2[nH]1	7	3

7 of the entries above in order of their number in FXIIa single, rising:
| SMILES | FXIIa single |
| --- | --- |
| O=C(CS(=O)(=O)c1c[nH]c2ccccc12)NC1CCCCC1 | -18 |
| COCCN(C(=O)C1CC1)c1nnc(-c2ccc(C)cc2)s1 | -10 |
| N#Cc1nc(-c2ccccc2F)oc1NCCc1ccccc1 | 0 |
| COC(=O)c1cccc(NC(=O)CCCOc2ccccc2)c1 | 1 |
| CCOCCCNC(=O)C(NC(=O)c1ccc(=O)[nH]c1)c1ccccc1 (stereo unspecified) | 4 |
| Cc1nc(-c2ccc(C(=O)O)cc2)cs1 | 6 |
| CC1=NC(=O)C(N=Nc2cccc(O)c2)N1c1ccccc1 (stereo unspecified) | 13 |

Continued.
SMILES	FXIIa single	FXIa single inh
O=C(NCCN1CCN(C(=O)c2cccs2)CC1)c1cccs1	-17	3
O=C(CSc1c[nH]c2ccccc12)NCc1ccc2c(c1)OCO2	6	4
Cc1nc(N)nc(OCC(F)(F)C(F)F)c1Br	2	-5
CCSc1ccccc1C(=O)N1CCN(Cc2ccc3c(c2)OCO3)CC1	-1	-1
Cc1cc(N)n2ncc(-c3ccc(Cl)cc3)c2n1	-2	-6
O=C(NCC1CCCO1)C1CCC(CNS(=O)(=O)c2ccccc2)CC1 (stereo unspecified)	4	4
CCC1=Nc2ccccc2NC2=C1C(=O)CCC2	5	-3
Cn1cc(Cl)c(C(=O)N/N=C/c2ccc(OS(=O)(=O)c3ccccc3)cc2)n1	5	-2

A portion of the library (hit frequency here may not be typical).
